# From PubChem
# West Nile virus CPE: inhibition of WNV-induced cytopathic effect – cell-based, CPE readout (AID 1621). CPE inhibition, % at 10 µM; hits with a dose series show IC50 in µM. West Nile virus-infected cells, CPE inhibition; higher % means a stronger effect. hit rate 0.02% among 290,000; in the data active = a potency from the dose series; inconclusive = CPE inhibition mostly from about 3.7% at the one dose, without a potency; inactive = the rest, 99 in 100 with CPE inhibition below about 2.2%; note: strong numbers were not always called active
# PMI inhibition: MPI inhibition at elevated mannose 6-phosphate – biochemical, fluorescence intensity, high mannose 6-phosphate, primary screen (AID 1220) | recombinant PMI enzyme, coupled fluorescence intensity; higher % means a stronger effect | inhibition, % at 20 µM; hits with a dose series show IC50 in µM | hit rate 0.66% among 190,000
# human PMI inhibition: inhibitors of human PMI, primary screen, biochemical, fluorescence intensity, coupled assay (AID 1209); purified PMI enzyme, coupled fluorescence intensity; higher % means a stronger effect; one-dose inhibition, % at 20 µM; IC50 in µM for titrated hits; hit rate 0.42% among 190,000;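 note: plate controls were DMSO vehicle for no effect and wells lacking substrate for full effect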
# M1AAP inhibition: P. falciparum M1AAP inhibitors, biochemical, fluorogenic H-Leu-NHMec substrate, 1536-well (AID 1445). inhibition, % at 30 µM; hits with a dose series show IC50 in µM. hit rate 0.42% among 220,000. recombinant M1AAP, H-Leu-NHMec fluorogenic kinetic assay; higher % means a stronger effect;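 active = primary inhibition above the hit cutoff, then over 50% inhibition at one or more dose response concentrations, cut at about 23% in these data, passing the limit was not always enough; inconclusive = conflicting primary data, or primary hits not chosen for dose response; inactive = low primary inhibition, or under 50% at every dose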;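 note: plate controls were DMSO full reaction for no effect and no enzyme background for full effect; strong numbers were not always called active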
# RSV CPE inhibition: inhibition of RSV-induced cytopathic effect – HEp-2 cells, primary 10 µM value included (AID 2391); CPE inhibition, % at 10 µM, or IC50 in µM where a hit was titrated; HEp-2 cells, RSV-induced CPE inhibition; higher % means a stronger effect; hit rate 0.13% among 310,000; in the data active = a potency from the dose series; inconclusive = CPE inhibition mostly from about 23% at the one dose, without a potency; inactive = the rest, 99 in 100 with CPE inhibition below about 21%; note: strong numbers were not always called active
# TNAP activators: human TNAP enzyme activators, primary screen, biochemical, luminescent, no phosphate acceptor, uHTS (AID 1001); purified TNAP, luminescent activation assay, no phosphate acceptor; higher activation fold means a stronger effect; one-dose activation fold at 20 µM; EC50 in µM for titrated hits; hit rate 0.03% among 200,000; in the data active = activation fold from about 3, or a potency from the dose series; inactive = the rest, 99 in 100 with activation fold below about 1.6; note: many of its hits are not listed in these tables
# T cell HTS: T cell immune modulation candidate; hit rate 0.068% among 330,000; 2C CD8+ T cell-vesicle binding, flow cytometry; hits give low values; calls only at 7 µM;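 active = response, share of CD8 T cells binding vesicles, and their 90th percentile fluorescence all below set limits, cut at about 80% in these data, passing the limit was not always enough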
#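 Test system: purified 2C TCR transgenic mouse naive CD8+ T cells. Probe or stimulus: QL9-peptide-loaded Drosophila micro-vesicles bearing Ld, ICAM-1 and B7-1. Incubation: binding step 1.5 h, 37 °C, antibody labelling 20 min, ice. Measured by: flow cytometry of vesicle-bound cells.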
# M17LAP inhibition: P. falciparum M17LAP inhibitors, primary screen, biochemical, fluorogenic H-Leu-NHMec substrate, 1536-well (AID 1619). recombinant M17LAP, H-Leu-NHMec fluorogenic kinetic assay; higher % means a stronger effect. one-dose inhibition, % at 30 µM; IC50 in µM for titrated hits. hit rate 0.38% among 220,000;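 active = compound inhibiting the enzyme by more than half at any dose during confirmatory dose-response retesting; inconclusive = strong single-dose inhibitors picked by rank but not retested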;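 note: plate controls were full reaction with DMSO carrier for no effect and no enzyme background for full effect; strong numbers were not always called active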
# UTI89 phage lysis: inhibition of K1F phage lysis, E. coli UTI89, bacterial capsule biogenesis inhibitors, alamar blue (AID 488966) | hit rate 0.02% among 340,000 | E. coli UTI89 K1F phage lysis, alamar blue, 2 h; higher % means a stronger effect | inhibition, % at 100 µM; hits with a dose series show IC50 in µM;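 active = phage lysis inhibition, versus mean bacterial control, above a set limit; inconclusive = no clear call, values can overlap the other calls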;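 note: capsule biogenesis inhibitors block K1F phage lysis so surviving cells raise fluorescence; higher fluorescence means more inhibition of phage lysis; actives were called in the ten point dose series up to 300 µM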
# T cell HTS vesicle-bound %: recorded beside T cell HTS, whose call it bears; double positive events, %; measured here: CD8+ vesicle-bound cell fraction;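 binding gate set so that unloaded-vesicle control wells show 10% double positive cells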
# * = called active by the depositor; i = inactive; u = inconclusive; x = no result given; & = joins results of further samples; [ ] = remark or other dose. Cut-off read from the data, not from the text of the source, unless noted: active = inhibition above about 50%; inactive = the rest.
SMILES,West Nile virus CPE,PMI inhibition,human PMI inhibition,M1AAP inhibition,RSV CPE inhibition,TNAP activators,T cell HTS,T cell HTS vesicle-bound %,M17LAP inhibition,UTI89 phage lysis
CCOc1ccc(C(=O)Nc2ccc(Cc3ccncc3)cc2)cc1Br,-0.5%,9.1%,5.8%,1.7%,0.7%,1.2,i,62.6,11.1%,-0.4%
COc1ccc(C(CNC(=O)c2oc3ccc(C)cc3c2C)N2CCCCC2)cc1 (stereo not drawn),-0.7%,x,x,x,16.8%,x,i,15.0,x,0.8%
O=C(Cc1ccc(S(=O)(=O)N2CCOCC2)s1)NCC1CCCCC1,-0.1%,-5.6%,-8.5%,3.5%,1.3%,1.1,i,40.1,-4.5%,4.8%
O=C(CN1CCCCCC1)Nc1cc([N+](=O)[O-])ccc1Cl,-0.8%,x,x,x,3.2%,x,i,8.1,x,-0.4%
CCOc1ccccc1N1CCN(C(=O)C(F)(F)F)CC1,-0.2%,-2.9%,-5.3%,1.6%,0.4%,1.1,i,48.2,6.1%,0.6%
CC1CCC(N2CC(=O)N(Cc3ccc4c(c3)OCO4)C(c3ccc(F)cc3)C2=O)CC1 (stereo not drawn),-0.6%,14.5%,7.8%,2.4%,9.1%,1.2,i,51.4,-2.7%,4.4%
COc1ccc(/C=C/C(=O)c2ccc(NC(=O)c3cccs3)cc2)cc1OC,u,19.3%,16.9%,0.6%,1.2%,1,i,16.4,5.5%,-1.4%
CCN1CCC(=NNC(=O)c2ccc(C)c([N+](=O)[O-])c2)CC1,-0.6%,-21.3%,-7.1%,3.7%,2.8%,1,i,39.8,3.8%,0.9%
C[C@@H](C(=O)O)[C@H]1C[C@]1(C)[C@H](NC(=O)OCc1ccccc1)c1ccccc1,0.2%,16.7%,13.0%,8.2%,3.5%,1.1,i,43.1,44.4%,0.6%
CCOc1ccc(C(=O)NCC(=O)N2CCN(c3ccccc3O)CC2)cc1,-1.0%,x,x,x,1.5%,x,i,25.5,x,0.5%
CC(C)c1ccc(CN2CCC(Oc3ccc(C(=O)N4CCCC4)cc3)CC2)cc1,-1.4%,x,x,x,0.1%,x,i,14.2,x,0.8%[50 µM]
O=C(NC(=S)N1CCOCC1)C12CCC3CC(CC(C3)C1)C2,-0.3%,-9.9%,-4.3%,4.6%,0.6%,1,i,62.2,8.3%,0.0%
COc1ccc(C(=O)Nc2c(N)nc(SCC(=O)NCC3CCCO3)[nH]c2=O)cc1 (stereo not drawn),-0.1%,x,x,x,-0.1%,x,i,6.5,x,0.0%
CCc1ccc(C(=O)NNc2ccc(F)cc2F)cc1,0.0%,x,x,10.5%,x,x,i,49.5,17.2%,0.5%
COc1ccc(CNC(=O)/C=C/c2ccc(OCCCF)cc2)cc1,-0.3%,11.0%,5.5%,2.1%,1.6%,1,i,7.1,12.4%,0.4%
CCCc1nc2ccc(NC(=O)c3cccs3)cc2c(=O)n1Cc1ccc(Cl)cc1,-1.0%,4.4%,10.6%,10.4%,0.6%,1.1,i,40.8,0.3%,0.3%
COc1cc(/C=N/N2C(C)CCCC2C)cc(OC)c1O (stereo not drawn),0.0%,x,x,x,2.0%,x,i,23.1,x,0.0%
c1ccc(-c2nc(N3CCCC3)nc3ccccc23)cc1,-0.6%,1.2%,-12.5%,1.3%,1.3%,1.4,i,50.0,-2.7%,1.1%
CC(C)(C)NC(=O)C1CCC(CNS(=O)(=O)c2cccc3nsnc23)CC1 (stereo not drawn),-0.2%,x,x,x,1.7%,x,i,30.7,x,0.4%
O=C(NCCCO)NC(=S)c1cccc2ccccc12,0.3%,-6.1%,-9.2%,2.5%,0.7%,1,i,27.3,-3.5%,-1.0%
CCC1CCCCN1CCNC(=O)c1[nH]c(C)c(C(C)=O)c1C (stereo not drawn),0.0%,-2.6%,1.3%,4.3%,-1.2%,1.1,i,7.8,15.0%,0.3%
O=C(O)Cn1c(O)c(C=Nc2ccccc2)sc1=S,0.2%&-0.4%,-4.3%&8.3%,-1.6%&11.6%,3.7%&8.3%,1.5%&0.9%,1&1,i,25.0&59.3,18.5%&51.1%,2.7%&0.7%
O=C1SC(SCc2ccccc2)=N/C1=C\c1ccc(C(=O)O)cc1,1.1%,5.9%,2.0%,16.4%,2.0%,0.8,i,40.3,53.1%,-0.4%
O=C1CC[C@@H](CN(Cc2ccccn2)Cc2nc(Cc3cccc(C(F)(F)F)c3)no2)N1,-0.2%,-2.0%,-2.5%,0.1%,0.7%,0.9,i,36.9,-5.7%,0.1%
CCN1CCSc2ccc(C(=O)NCc3ccccc3F)cc21,-0.6%,x,x,x,0.6%,x,i,19.4,x,3.1%
CCn1cc(S(=O)(=O)Nc2cc(F)ccc2C)cn1,0.1%,7.6%,6.8%,1.8%,1.1%,1,i,50.0,1.2%,1.0%
CCCC(=O)Nc1c(-c2ccccc2)c(=O)c(C)nn1-c1ccc(C)cc1,0.1%,x,x,0.9%,1.3%,x,i,36.6,-0.7%,-0.4%
O=C(CN1C(=O)C2C3C=CC(C3)C2C1=O)N1CCc2ccccc2C1 (stereo not drawn),0.2%,-3.3%,0.0%,-14.1%,0.2%,1,i,49.6,0.8%,0.8%
Cc1cc(C(=O)NNc2ccc(C(C)C)cc2)n(C(C)(C)C)n1,-0.1%,x,x,4.6%,x,x,i,50.4,-2.3%,0.6%
Cc1occc1-c1nnc(SCC(=O)NC2CC2)n1C,0.4%,x,x,x,0.8%,x,i,16.4,x,0.9%
Cc1ccc(C(=O)Nc2ccc(N3CCN(C(=O)c4ccco4)CC3)cc2)c(Cl)c1,-0.4%,x,x,x,22.1%,x,i,28.9,x,-0.2%
CC(=O)Nc1ccc(NC(=O)CSc2nncn2C)cc1,-0.5%,x,x,x,1.0%,x,i,56.9,x,0.3%
O=C1CSC(c2ccccc2)N1CC(O)c1ccc([N+](=O)[O-])cc1 (stereo not drawn),-0.9%,6.9%,0.6%,6.1%,7.0%,1.1,i,56.8,-1.9%,0.2%
O=C(COc1ccc(Cl)cc1Cl)OCn1nnc2ccccc2c1=O,0.0%,2.7%,7.8%,-0.9%,1.3%,1.1,i,33.1,-0.3%,1.0%
COc1ccc(NC(=O)CSc2nc3c(c(=O)n(C)c(=O)n3C)n2C)c(OC)c1,0.7%,x,x,x,0.9%,x,i,35.4,x,0.4%
O=C1[C@@H]2CSCN2C(=O)CN1Cc1ccc(F)cc1,0.0%,x,x,-5.9%,-0.4%,x,i,15.7,3.3%,0.6%
CN1C(=O)C2(c3ccccc31)N(C)CC(c1ccccc1)C21SC(=S)N(Cc2ccco2)C1=O (stereo not drawn),3.1%,4.8%,16.6%,-0.5%,x,1,i,20.2,4.9%,5.0%
O=C(COC(=O)c1cc(-c2cccs2)nn1-c1ccccc1)Nc1cc([N+](=O)[O-])ccc1Cl,-0.7%,6.1%,19.7%,0.4%,1.4%,1.1,i,47.9,2.0%,0.1%
Cc1cccc(C(=O)NN(C)c2nc(-c3ccccc3)nnc2C(F)(F)F)c1,-0.2%,5.9%,3.6%,1.0%,-1.5%,1,i,10.4,-4.2%,0.2%
CCn1ncc([C@@H]2C[C@H]3CN(Cc4ccccc4C)C(=O)[C@]34CCCN24)c1C,-0.5%,25.8%,15.4%,2.5%,-0.1%,1.2,i,31.0,8.4%,0.0%
c1ccc(CCCc2nc(-c3ccccn3)no2)cc1,-0.1%,4.6%,7.1%,3.5%,0.1%,1.1,i,30.9,-4.4%,0.4%
Clc1ccc2c(NCc3ccccn3)ccnc2c1,-2.0%,x,x,x,12.9%,x,i,29.4,x,0.5%
CCOc1ccc(NC(C(=O)Nc2cccc(C(C)=O)c2)c2ccccc2)cc1 (stereo not drawn),-0.9%,16.8%,13.2%,8.9%,2.1%,0.9,i,44.6,1.7%,-1.2%[50 µM]
COC(=O)N1C(=O)[C@@](c2ccccc2)(C(C)C)N1C(=O)OC,-0.6%,x,x,x,1.1%,x,i,5.2,x,1.6%
Cc1cc2nc(-c3ccc[nH]c3=O)n(Cc3ccccc3F)c2cc1C,0.5%,x,x,x,1.1%,x,i,16.5,x,1.8%[50 µM]
CCN1CCN(C(=S)NC(=O)c2cccs2)CC1,-0.1%,x,x,x,0.9%,x,i,22.9,x,0.1%
Oc1ccc(/C=N/N2CCOCC2)c(O)c1O,-0.6%,10.3µM*,11.6µM*,9.1%,5.6%,1,i,18.2,30.7%,1.2%
Cc1ccc(S(=O)(=O)Cc2ccc(C(=O)N3CCN(c4cc(C)ccc4C)CC3)o2)cc1,0.7%,8.3%,14.7%,1.1%,0.6%,1.1,i,37.0,3.9%,-0.1%
Cc1nnn(-c2nonc2N)c1C(=O)NNC(=O)c1ccc(Cl)c(Cl)c1,-0.9%,11.9%,4.7%,-3.9%,5.6%,2.1,i,7.4,6.4%,0.8%
CC1CCC(NC(=O)CCn2ccc3cc(S(=O)(=O)N4CCCC4)ccc32)CC1 (stereo not drawn),-0.2%,x,x,x,0.7%,x,i,29.0,x,-0.1%
Fc1cccc(CNc2ncnc3cc(Cl)ccc23)c1F,-1.1%,x,x,x,0.8%,x,i,45.4,x,0.5%
COc1ccc(CN(C)C(=O)COC(=O)c2ccc3c(c2)OCO3)cc1OC,-0.1%,14.1%,11.7%,4.2%,1.5%,1.1,i,43.5,-2.5%,-0.1%
CC1(C)CC2CC(C)(CN2Cc2c(O)ccc3ccccc23)C1 (stereo not drawn),1.0%,66.3%*,36.9%,13.7%,2.1%,1.1,i,26.3,-1.7%,-0.2%
Cc1cc(-c2ccccc2)nc2cc(C(=O)NCCCn3ccnc3)nn12,-0.2%,1.6%,-2.0%,5.7%,2.3%,1,i,51.4,-16.4%,-0.1%
N#CCc1nc2c3c4c(sc3ncn2n1)CCCC4,x,-7.7%,-4.7%,-1.9%,x,1.2,x,x,10.2%,2.5%

# PMI inhibition: hit marks shown above.
Compound,West Nile virus CPE,PMI inhibition,human PMI inhibition,M1AAP inhibition,RSV CPE inhibition,TNAP activators,T cell HTS,T cell HTS vesicle-bound %,M17LAP inhibition
Oc1ccc(/C=N/N2CCOCC2)c(O)c1O,-0.6%,10.3µM*,11.6µM*,9.1%,5.6%,1,i,18.2,30.7%
CC1(C)CC2CC(C)(CN2Cc2c(O)ccc3ccccc23)C1 (stereo not drawn),1.0%,66.3%*,36.9%,13.7%,2.1%,1.1,i,26.3,-1.7%
